M1 PAM – human M1 muscarinic receptor positive allosteric modulators, primary screen, CHO-K1 cells, Fluo-8 calcium fluorescence, 1536-well | Muscarinic acetylcholine receptor M1 (Homo sapiens), P11229 | CHO-K1 hM1, ACh EC20; 0% = ACh EC20, 100% = maximal ACh | activation, % at 3 µM | 360,000 tested, 0.088% active | AID 588819, 2011; in the data active means activation above about 19%, passing the limit was not always enough
Target sequence (P11229 whole entry, looked up): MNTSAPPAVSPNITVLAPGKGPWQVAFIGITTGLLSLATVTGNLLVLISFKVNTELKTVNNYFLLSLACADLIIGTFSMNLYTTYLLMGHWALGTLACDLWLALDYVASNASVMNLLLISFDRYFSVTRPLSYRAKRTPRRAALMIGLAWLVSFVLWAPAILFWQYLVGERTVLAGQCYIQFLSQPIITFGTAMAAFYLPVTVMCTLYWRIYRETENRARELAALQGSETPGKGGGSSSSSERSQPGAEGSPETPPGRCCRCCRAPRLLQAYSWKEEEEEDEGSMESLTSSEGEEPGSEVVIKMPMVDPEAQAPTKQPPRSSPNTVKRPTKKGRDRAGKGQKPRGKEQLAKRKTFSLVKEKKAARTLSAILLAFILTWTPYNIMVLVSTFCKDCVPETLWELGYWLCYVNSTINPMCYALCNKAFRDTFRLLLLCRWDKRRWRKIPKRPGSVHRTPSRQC
CHO-K1 Ca antag – counter-screen for M1 antagonists: effect in parental CHO-K1 cells; ATP-induced calcium, Fluo-8 fluorescence; inhibition, % at 3 µM; 360,000 tested, 0.6% active; AID 602250;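 active means inhibition above a per-plate cutoff, the plate's mean sample inhibition plus 3 SD, cut at about 24% in these data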;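 further: 0% = DMSO plus EC80 ATP and 100% = DMSO alone without ATP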
M1 ag – human M1 muscarinic receptor agonists, primary screen, Fluo-8 calcium fluorescence, CHO-K1 cells, HTS | Muscarinic acetylcholine receptor M1 (Homo sapiens), P11229 | CHO-K1 hM1, agonist mode; 0% DMSO, 100% acetylcholine EC100 | activation, % at 3 µM | 360,000 tested, 0.33% active | AID 588814, 2011;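 active means activation above the run's mean compound activation plus 3 SD, cut at about 16% in these data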;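 further: peak over basal fluorescence ratio within a 140 s kinetic read after compound addition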
M4 ag – human M4 muscarinic receptor agonists, primary screen, CHO-K1 cells, Fluo-8 calcium fluorescence | CHO-K1 hM4/Gqi5; vehicle 0%, full acetylcholine response 100% | activation, % at 3 µM | Muscarinic acetylcholine receptor M4 (Homo sapiens), P08173 | 360,000 tested, 0.14% active | AID 624127, 2012;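 active means activation above the run mean over all test wells plus 3 SD, cut at about 32% in these data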;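 further: peak over basal fluorescence ratio per well then scaled between controls; 0% = DMSO wells and 100% = acetylcholine at EC100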
CHRM4 antagonist – human M4 muscarinic receptor antagonists, primary screen, CHO cells, Fluo-8 calcium fluorescence. 360,000 tested, 0.73% active. CHO-hM4 cells, ACh EC80. Muscarinic acetylcholine receptor M4 (Homo sapiens), P08173. inhibition, % at 3 µM. AID 624125, 2012;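 active means inhibition above its plate's cutoff, the mean inhibition of sample wells plus 3 SD, cut at about 27% in these data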;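 further: 0% = acetylcholine EC80 with DMSO and 100% = DMSO without agonist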
CHO parental Ca – ATP-evoked calcium signal inhibitors, parental CHO, primary screen, counter-screen for OX1R antagonist project, cell-based, fluorescence, Fluo-8 calcium dye; parental CHO-K1, ATP-induced calcium, Fluo-8 fluorescence; inhibition, % at 5.6 µM; 330,000 tested, 0.63% active;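 active means inhibition above that plate's mean sample inhibition plus 3 SD, cut at about 26% in these data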;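 further: 0% = ATP-challenged DMSO wells and 100% = DMSO wells without ATP; some compounds past the cut are filed as inactive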
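Material: parental CHO cells / Compound: single nominal dose of 5.6 µM per compound / Signal: Fluo-8 fluorescence / Replicates: singlicate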
OXTR potentiator – human OXTR potentiators, primary screen, fluorescence, CHO-OTR cells, Fluo-8 calcium; activation, % at 3 µM; Oxytocin receptor (Homo sapiens), P30559; 320,000 tested, 0.061% active; AID 2445, 2010; Fluo-8 calcium fluorescence, potentiator mode; 0% = oxytocin EC15, 100% = EC100;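 active means activation above that plate's cutoff, the mean activation of tested compounds plus 3 SD, cut at about 6.6% in these data, passing the limit was not always enough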;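 further: 100% uses oxytocin at 75 nM as the full agonist control; some results filed as inactive read as strong as hits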
Target sequence (P30559 whole entry, looked up): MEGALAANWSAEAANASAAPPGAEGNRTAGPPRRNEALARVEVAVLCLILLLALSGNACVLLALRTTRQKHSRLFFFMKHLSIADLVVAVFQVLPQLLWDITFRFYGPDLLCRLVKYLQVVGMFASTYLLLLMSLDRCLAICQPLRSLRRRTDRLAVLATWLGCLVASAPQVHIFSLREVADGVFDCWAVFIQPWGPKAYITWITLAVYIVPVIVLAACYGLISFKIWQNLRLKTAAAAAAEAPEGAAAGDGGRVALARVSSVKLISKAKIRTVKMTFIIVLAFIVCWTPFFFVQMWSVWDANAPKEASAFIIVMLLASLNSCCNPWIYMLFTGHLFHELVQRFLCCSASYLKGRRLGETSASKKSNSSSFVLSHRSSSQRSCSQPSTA
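test system = CHO-OTR cells, human receptor | compound = single-point 3.0 µM | schedule = 6 min compound pre-incubation at room temperature, 100 s kinetic read | signal = Fluo-8 no-wash calcium dye fluorescence, excitation 470-495 nm, emission 515-575 nm | repeats = single well per compound, singlicate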
CHRM1 antagonist – human M1 muscarinic receptor antagonists, primary screen, CHO-K1 cells, Fluo-8 calcium fluorescence, 1536-well. 360,000 tested, 1.3% active. Muscarinic acetylcholine receptor M1 (Homo sapiens), P11229. CHO-K1 hM1, ACh EC80 antagonist. inhibition, % at 3 µM;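 active means percent inhibition above its own plate's cutoff, namely the mean of that plate's compound wells plus 3 SD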;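 further: peak over basal fluorescence ratio during 140 s after agonist addition; 0% = ACh EC80 plus DMSO and 100% = DMSO alone without agonist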
CHO-K1 Ca ag – counter-screen for M1 agonists: effect in parental CHO-K1 cells. Fluo-8 calcium fluorescence; scaled to maximal ATP response, vehicle zero. activation, % at 3 µM. 360,000 tested, 0.48% active. AID 602248, 2012; in the data active means activation above about 15%;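 further: untransfected CHO-K1 host cells lacking M1 receptor as counterscreen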
Starred values were filed as active, the others as inactive; . = no result given.

SMILES	M1 PAM	CHO-K1 Ca antag	M1 ag	M4 ag	CHRM4 antagonist	CHO parental Ca	OXTR potentiator	CHRM1 antagonist	CHO-K1 Ca ag
CCOC(=O)C1CCN(C(=O)CCn2c(=O)[nH]c3ccccc3c2=O)CC1	9	15	-4	0	4	-14	-21	-6	-0.1
C#CCOc1ccc2ccccc2c1/C=C(/C#N)c1ccc(C(=O)O)cc1	11	-4	-4	1	-8	-15	-5	-23	1.2
Clc1ccc(CSc2cc3c(nn2)-c2ccccc2CC3)cc1	-3	-14	-6	0	-9	-8	-15	-8	0.8
O=C1C(=Cc2ccc(Br)o2)C(=O)c2ccccc21	7	-10	0	0	7	-8	-4	-4	0.6
CC1CCCCN1C(=O)Nc1cccc(C(F)(F)F)c1 (stereo not given)	0	-6	-10	1	-2	-15	1	-7	0.0
O=C(CN(Cc1ccc(Br)cc1)S(=O)(=O)c1ccccc1)NCC1CCCO1 (stereo not given)	14	1	0	4	-8	-11	-10	-11	0.6
N#Cc1ccc(Oc2c(Cl)cncc2Cl)cc1	-1	-9	-5	-1	-5	8	-11	7	0.8
O=C(COC(=O)c1cccc(OC(F)F)c1)NC1CCCC1	2	11	-3	1	4	-10	-12	4	7.2
CCOCCn1c(SCC(=O)OCc2ccccc2)nc2c1c(=O)[nH]c(=O)n2C	4	-7	-5	12	-13	-6	-3	-7	3.0
O=C1CN(C(=O)CC2c3ccccc3-c3ccccc32)CC(=O)N1	6	-10	-4	0	3	-18	3	-11	0.1
CN(C)S(=O)(=O)c1ccc(Cl)c(NC(=O)COC(=O)CN2C(=O)NC(C)(C)C2=O)c1	9	-8	-2	1	-2	5	-2	1	0.9
NC(=O)N/N=C/c1c(O)ccc2oc3c(c12)CCCC3	7	-13	-6	2	0	-1	2	-14	2.8
COc1cc(/C=C2\CCCc3c2nc2ccccc2c3C(=O)O)cc(Br)c1O	10	-17	-2	0	7	4	-7	-4	0.6
CC(OC(=O)CC(NC(=O)c1ccccc1Cl)c1ccccc1)C(=O)Nc1cccc(Cl)c1Cl (stereo not given)	-1	-1	-4	5	13	-35	-9	12	3.7
CC1OC(OC2C(CO)OC(OCC3OC(OC(=O)[C@@]45CCC(C)(C)C[C@@H]4C4=CC[C@@H]6[C@@]7(C)CCC(OC8OCC(O)C(O)C8OC8OC(C)C(O)C(O)C8O)[C@@](C)(CO)C7CC[C@@]6(C)[C@]4(C)CC5)C(O)C(O)C3O)C(O)C2O)C(O)C(O)C1O (stereo not given in full)	9	-14	-2	1	-2	.	.	-33	0.7
CCn1nc(C(=O)Nc2ccccc2C)c(Cl)c1Cl	4	22	-4	-1	11	-7	-7	-2	0.2
COC(=O)N=Nc1c(O)n(Cc2ccccc2)c2ccccc12	2	-7	-2	0	2	-13	4	-22	0.5
COc1ccc(OCCSc2nnc(-c3ccoc3C)n2C)cc1	3	0	-4	1	-3	-6	-4	-4	0.1
O=c1[nH]nc(Cc2ncc(C(F)(F)F)cc2Cl)c2ccccc12	2	-6	3	7	-3	-9	-20	-7	7.6
CC1CC(C)CN(C(=O)c2ccc(CSc3nc4ccncc4[nH]3)cc2)C1 (stereo not given)	0	10	-3	5	-3	-6	-7	-9	2.1
O=C(CSc1nnc(-c2ccc3c(c2)OCO3)n1-c1ccccc1)c1ccccc1	6	-9	-4	1	-9	-15	-1	-5	0.6
O=C(O)CCC(=O)N(Cc1cccnc1)Cc1cccc(F)c1	3	-7	-3	2	6	-2	-1	-4	0.4
Cc1oncc1C(=O)Nc1cccc2ccccc12	11	-2	4	0	4	.	.	-9	-0.4
Cc1cc2nc(SCCOC(=O)Nc3ccccc3)nc(C)c2cc1C	-6	-7	-7	1	-6	-50	-9	1	-0.1
CCCS(=O)(=O)NC(=O)C1(C)CCN(C(=O)Cc2ccc3ccccc3c2)C1 (stereo not given)	5	13	-2	0	-4	.	.	1	-0.1
N/C(=N\OCC(=O)Nc1ccc(F)c(Cl)c1)c1ccccc1	8	22	-2	3	-11	-8	-6	-6	0.5
O=C(CC1SC(=O)NC1=O)Oc1ccc(/C=N/NC(=O)c2ccccc2O)cc1 (stereo not given)	14	-8	1	2	-4	6	-3	-22	0.7
Cn1c(NNC(=O)/C=C/c2ccc3c(c2)OCO3)cc(=O)n(C)c1=O	14	-13	-1	1	8	9	1	-24	0.5
C=CCOc1ccc(C(=O)Nc2ccc3c(c2)n(C)c(=O)n3C)cc1	0	-1	-3	5	-7	.	.	-5	0.9
O=c1oc2c(CN3CCCCC3)c(O)ccc2c2c1CCCCC2	1	-4	-6	2	4	-12	-9	-5	0.2
O=C(NC1CCCC1)C(c1ccccc1)N(C(=O)c1csnn1)c1ccccc1F (stereo not given)	-1	7	-6	6	-14	-8	-11	8	2.1
C[C@@H]1CN([C@H](C)CO)C(=O)CCCn2nncc2CO[C@H]1CN(C)S(C)(=O)=O	11	7	5	-3	101*	.	.	-10	0.4
COCCNC(=S)N(CCO)Cc1cc2cc3c(cc2[nH]c1=O)OCO3	2	-5	-5	1	-7	-5	-2	3	1.0
O=C(O)c1cc(-c2ccccc2)n(-c2ccc(F)cc2)n1	10	-11	-5	0	-6	-12	-1	-13	-0.1
O=C(Nc1ccc(S(=O)(=O)N2CCCCC2)cc1)C1CC(=O)N(c2ccc(F)cc2)C1 (stereo not given)	1	-5	-5	4	-1	-11	-9	-6	2.6
Cc1ccccc1OCCCCCNCCO	4	-11	-7	1	-6	.	.	-7	1.1
NC(=O)CC(NC(=O)Cc1ccc(Br)cc1)c1ccc(NC2CCCC2)c([N+](=O)[O-])c1 (stereo not given)	9	-19	-4	1	4	-6	-16	-2	0.3
O=C(NCCN1CCOCC1)c1ccncc1	10	-12	-2	1	2	2	-4	-12	0.7
O=c1c(-c2ccccc2)coc2c(CN3CCOCC3)c(O)ccc12	4	7	-3	0	5	-5	-2	-2	4.7
Cc1c(Cl)cccc1NC(=S)NCc1cccn1C	-4	2	-6	3	-1	-16	-2	0	0.8
Cc1ccc(CCNC(=O)C2CCCN(C(=O)N(C)C)C2)cc1 (stereo not given)	6	-6	-4	1	0	-6	7	-7	1.7
Cc1ccc(C)c(NC(=O)CSc2nc(=O)n(CCN3CCOCC3)c3c2CCCC3)c1	5	-11	-4	3	0	-29	0	-8	0.3
CCOC(=O)N1CCC(=C(C#N)C(=O)Nc2cc(OC)ccc2OC)CC1	-6	-11	1	0	-1	-14	-6	-8	-0.2
O=C(O)CCc1ccc(-c2cccs2)n1CCC(=O)O	3	4	-2	1	-5	-5	-8	-5	0.3
O=C1c2ccccc2-c2cccc(C(=O)N3CCCCC3)c21	7	-12	-4	1	0	-16	5	-4	2.3

Profiles, quoted from the list. Order of values: M1 PAM	CHO-K1 Ca antag	M1 ag	M4 ag	CHRM4 antagonist	CHO parental Ca	OXTR potentiator	CHRM1 antagonist	CHO-K1 Ca ag
NC(=O)CC(NC(=O)Cc1ccc(Br)cc1)c1ccc(NC2CCCC2)c([N+](=O)[O-])c1 (stereo not given) as listed: 9	-19	-4	1	4	-6	-16	-2	0.3
COCCNC(=S)N(CCO)Cc1cc2cc3c(cc2[nH]c1=O)OCO3 as listed: 2	-5	-5	1	-7	-5	-2	3	1.0

(list continues)
SMILES	M1 PAM	CHO-K1 Ca antag	M1 ag	M4 ag	CHRM4 antagonist	CHO parental Ca	OXTR potentiator	CHRM1 antagonist	CHO-K1 Ca ag
CC(C(=O)O)n1ncc2ccccc2c1=O (stereo not given)	6	-7	-2	0	3	7	-2	8	1.4
COc1ccc2cc(C3(C)NC(=O)N(CC(=O)NCC(F)(F)F)C3=O)ccc2c1 (stereo not given)	9	0	-3	2	-5	-6	-8	1	0.9
Cc1noc(C)c1-c1ccc(C(=O)NCc2ccc(Cl)cc2)c2occc12	6	-24	-1	3	-12	.	.	-17	0.8
Cc1cccc(NC(=O)CSc2nc3[nH]ncc3c(=O)[nH]2)c1	7	-10	-5	1	1	4	2	-5	0.6
CCC(C)NS(=O)(=O)c1ccc(NC(=O)c2c(-c3ccccc3)noc2C)cc1 (stereo not given)	11	17	-1	4	-6	3	-8	-17	0.2
Cc1ccc(/C=N/n2c(-c3ccco3)n[nH]c2=S)cc1	7	-7	-6	-1	5	-17	-3	-13	-0.8
CN1CCN(C(=O)CSc2nc3c(c(=O)n(C)c(=O)n3C)n2C)CC1	2	-8	-7	-1	4	0	6	-5	0.2
COc1ccc(C(=O)NCC(=O)OCc2ccccc2F)cc1	5	-3	-4	3	9	-24	-21	-7	0.1
CCCn1c(=O)c2c(nc3n2CCCN3CCc2ccccc2)n(C)c1=O	12	-11	2	6	-5	-16	-13	-8	2.6
CC1(C(=O)NS(=O)(=O)Cc2ccccc2C(F)(F)F)CCN1C(=O)c1ccccc1 (stereo not given)	15	21	5	0	0	.	.	-23	0.2

Copied from above (10 entries):
SMILES	M1 PAM	CHO-K1 Ca antag	M1 ag	M4 ag	CHRM4 antagonist	CHO parental Ca	OXTR potentiator	CHRM1 antagonist	CHO-K1 Ca ag
N#Cc1ccc(Oc2c(Cl)cncc2Cl)cc1	-1	-9	-5	-1	-5	8	-11	7	0.8
O=C(COC(=O)c1cccc(OC(F)F)c1)NC1CCCC1	2	11	-3	1	4	-10	-12	4	7.2
CCOCCn1c(SCC(=O)OCc2ccccc2)nc2c1c(=O)[nH]c(=O)n2C	4	-7	-5	12	-13	-6	-3	-7	3.0
O=C1CN(C(=O)CC2c3ccccc3-c3ccccc32)CC(=O)N1	6	-10	-4	0	3	-18	3	-11	0.1
CN(C)S(=O)(=O)c1ccc(Cl)c(NC(=O)COC(=O)CN2C(=O)NC(C)(C)C2=O)c1	9	-8	-2	1	-2	5	-2	1	0.9
NC(=O)N/N=C/c1c(O)ccc2oc3c(c12)CCCC3	7	-13	-6	2	0	-1	2	-14	2.8
COc1cc(/C=C2\CCCc3c2nc2ccccc2c3C(=O)O)cc(Br)c1O	10	-17	-2	0	7	4	-7	-4	0.6
CC(OC(=O)CC(NC(=O)c1ccccc1Cl)c1ccccc1)C(=O)Nc1cccc(Cl)c1Cl (stereo not given)	-1	-1	-4	5	13	-35	-9	12	3.7
CC1OC(OC2C(CO)OC(OCC3OC(OC(=O)[C@@]45CCC(C)(C)C[C@@H]4C4=CC[C@@H]6[C@@]7(C)CCC(OC8OCC(O)C(O)C8OC8OC(C)C(O)C(O)C8O)[C@@](C)(CO)C7CC[C@@]6(C)[C@]4(C)CC5)C(O)C(O)C3O)C(O)C2O)C(O)C(O)C1O (stereo not given in full)	9	-14	-2	1	-2	.	.	-33	0.7
CCn1nc(C(=O)Nc2ccccc2C)c(Cl)c1Cl	4	22	-4	-1	11	-7	-7	-2	0.2

No enrichment for hits. Share with any hit: about 2.9%.
